IMPase cell inh: membrane-permeable compound that blocks inositol monophosphatase. CHO-M1 cells, IP1 accumulation, HTRF TR-FRET ratio. 120,000 tested, under 10 active. inhibition (IP1 accumulation), % at 46.1 µM. P97697; active = well fitted curve in the direction sought with a large enough effect in the signal ratio, not every such curve was filed as active; inconclusive = small, poorly fitted or top-dose-only effect, or a change in a side signal; inactive = no such curve, though single readings can be large or run the other way; the % refers to the signal ratio;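 also: cells stimulated with carbachol in lithium chloride buffer; plate controls were DMSO basal wells for no effect and reference inhibitor wells for full effect; higher means more IMPase inhibition seen as more IP1 and lower FRET ratio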
Target sequence (P97697 whole entry, looked up): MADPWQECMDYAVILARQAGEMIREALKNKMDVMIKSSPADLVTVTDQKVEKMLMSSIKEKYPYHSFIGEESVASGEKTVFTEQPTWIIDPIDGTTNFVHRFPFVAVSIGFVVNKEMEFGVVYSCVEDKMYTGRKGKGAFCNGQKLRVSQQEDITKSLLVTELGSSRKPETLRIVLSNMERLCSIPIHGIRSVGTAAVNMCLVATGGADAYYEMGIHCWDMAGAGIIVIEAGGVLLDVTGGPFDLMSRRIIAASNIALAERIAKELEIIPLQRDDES
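The IP-One HTRF competitive assay in carbachol-stimulated CHO-M1 cells quantifies cellular IP1. Compounds spanned up to 46 uM final, and activity is expressed as AC50 from concentration-response fits of the ratio and donor data.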
PNC inhibitor: inhibitors of perinucleolar compartment assembly; PC3M PTB-GFP, PNC prevalence imaging, 16 h; stronger effect = lower value; activity change (PNC), negative = inhibition, % at 10 µM; 140,000 compounds, 3.1% hits;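 active = readout at or below -70, meaning at least 70% loss of cells showing the perinucleolar compartment, a nuclear body marking cancer cells; inconclusive = readout between -30 and a set limit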;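 also: plate controls were DMSO wells for no effect and camptothecin positive control wells for full effect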
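PC3M cells stably expressing PTB-GFP, 750–1000 cells/well, treated 16 h at 37 °C with compound (23 nl of library stock), in duplicate. After paraformaldehyde fixation and Hoechst stain, imaged at 20x; PNC prevalence scored by image analysis.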
12-hLO inh: blocks human 12-lipoxygenase activity; P18054; purified 12-hLO, xylenol orange hydroperoxide absorbance; Potency, µM (top dose mostly 57.1 µM), for inactives: at the highest dose activity change, negative = inhibition, actives largely listed as inhibitors; 150,000 compounds, 0.12% hits; also: potency is read from the fitted curve at half-maximal effect; nearly all actives have a fitted effect of over 55% in size; many of its hits are not listed in these tables
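Lipoxygenase turnover measured by absorbance at 573 and 405 nm after Fe-XO development. Human 12hLO 150 nM, arachidonate 40 uM, pH 7.0 Hepes buffer with detergent; 15 min compound preincubation, 30 min reaction.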
ALOX15B inhib: 15-hLO-2 (ALOX15B) enzyme inhibition; purified 15hLO-2, xylenol orange hydroperoxide absorbance; Potency, µM (doses to about 57.1 µM), inactives show at the top dose activity change, negative = inhibition, actives largely listed as inhibitors; 110,000 compounds, 0.56% hits; also: potency is read from the fitted curve at half-maximal effect; nearly all actives have a fitted effect of over 60% in size; many of its hits are not listed in these tables
Target sequence (O15296 whole entry, looked up): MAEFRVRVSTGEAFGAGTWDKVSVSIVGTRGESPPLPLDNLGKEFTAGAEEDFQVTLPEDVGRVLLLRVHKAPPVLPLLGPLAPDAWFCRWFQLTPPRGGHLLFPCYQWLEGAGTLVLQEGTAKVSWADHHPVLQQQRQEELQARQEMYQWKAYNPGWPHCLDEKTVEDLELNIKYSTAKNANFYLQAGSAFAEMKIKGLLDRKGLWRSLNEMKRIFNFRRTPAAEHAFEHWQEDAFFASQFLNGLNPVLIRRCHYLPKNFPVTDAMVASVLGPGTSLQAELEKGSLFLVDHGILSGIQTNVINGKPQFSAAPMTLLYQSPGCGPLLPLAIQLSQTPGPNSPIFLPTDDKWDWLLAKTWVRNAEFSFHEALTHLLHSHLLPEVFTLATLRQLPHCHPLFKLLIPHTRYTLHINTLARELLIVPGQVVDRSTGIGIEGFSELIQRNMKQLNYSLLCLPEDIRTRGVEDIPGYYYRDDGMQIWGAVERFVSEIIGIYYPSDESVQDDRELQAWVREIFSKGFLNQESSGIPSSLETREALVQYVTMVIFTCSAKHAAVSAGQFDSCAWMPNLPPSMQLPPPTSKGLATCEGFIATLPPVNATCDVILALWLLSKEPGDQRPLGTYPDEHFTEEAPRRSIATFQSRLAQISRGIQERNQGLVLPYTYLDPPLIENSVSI
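Enzyme 50 nM, AA 45 uM, 25 mM Hepes pH 7.5 + 0.01% Triton X-100; cpd preinc 15 min RT, rxn 90 min RT; stop/detect with 200 uM XO + 300 uM Fe(II) in 50 mM H2SO4, 30 min; A573/A405.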
Active calls of the source: *; & = joins results of further samples; [ ] = dose if it differs, or a comment. Unless noted, calls follow the shape of the dose curve; as a rule, active = well fitted curve in the direction sought with a large enough effect; inconclusive = small, poorly fitted or top-dose-only effect, or another doubt; inactive = no such curve, though single readings can be large; an effect the other way counts as inactive or inconclusive. Unless noted, % is scaled to controls: 0 for no effect and ±100 for the full control effect.

What do the screens show for `O=C(NS(=O)(=O)Oc1cccc(Cl)c1Cl)OC[C@@H]1CCCN2CCCCC12` (stereo not given in full)?
PNC inhibitor: 10.5; 12-hLO inh: -0.4%

What do the screens show for `COc1ccc(N2CCN(c3nc4c(c(=O)[nH]c(=O)n4C)n3Cc3cccc(C)c3)CC2)cc1`?
PNC inhibitor: 17.8; 12-hLO inh: 0.4%

How did COc1ccc(CCNC(=O)CCS(=O)(=O)c2cccc3nsnc23)cc1OC do in these assays?
IMPase cell inh: -4.2; PNC inhibitor: 5.2; 12-hLO inh: -4.4%; ALOX15B inhib: -7.6%

What do the screens show for `Cc1ccc(S(=O)(=O)N2CCCCCC2)cc1[N+](=O)[O-]`?
PNC inhibitor: -24.1; 12-hLO inh: -3.8%

Results for COc1ccc(OC)c(NC(=O)CSc2nc3ccccc3cc2Cc2ccccc2)c1 ?
IMPase cell inh: 5.4; PNC inhibitor: 49.3; 12-hLO inh: 1.4%; ALOX15B inhib: 4.2%

What do the screens show for `Cc1ccc2c(c1)N(CCC(=O)NCC1CCCO1)C(=O)CO2` (stereo not given)?
IMPase cell inh: -4.6; PNC inhibitor: 11.4; 12-hLO inh: 3.8%; ALOX15B inhib: -5.4%

What do the screens show for `c1ccc2c(c1)CN1CCCC1=N2`?
12-hLO inh: 0.2%&1.9%; ALOX15B inhib: 2.3%&4.5%

Results for Nc1ccn([C@@H]2O[C@H](CO)[C@@H](O)C2O)c(=O)n1 (stereo not given in full) ?
12-hLO inh: 4.6%[0.00818 µM]; ALOX15B inhib: -1.8%[0.0915 µM]

What do the screens show for `O=C(Nc1ccc(N2CCCC2)c(Cl)c1)c1ccc([N+](=O)[O-])cc1`?
PNC inhibitor: 6.1; 12-hLO inh: 3.4%

What do the screens show for `CCc1ccc(NC(=O)CSCCN2C(=O)c3ccccc3C2=O)cc1`?
PNC inhibitor: -8.3; 12-hLO inh: -4.6%

How did O=C(NCc1ccccc1)c1ccc(/C=N/O)nc1 do in these assays?
IMPase cell inh: -4.4; PNC inhibitor: -25.7; 12-hLO inh: -4.3%; ALOX15B inhib: 2.0%

What do the screens show for `CC(C)NC(=O)c1ccccc1NC(=O)C1CCCO1` (stereo not given)?
IMPase cell inh: -2.0; PNC inhibitor: inconclusive; 12-hLO inh: 3.8%; ALOX15B inhib: -3.6%

Results for COc1cccc(NC(C)C(=O)N2CC(C)OC(C)C2)c1 (stereo not given) ?
IMPase cell inh: 0.8; PNC inhibitor: -4.1; 12-hLO inh: -7.4%; ALOX15B inhib: -2.3%

How did CC(C)(CNc1ccc([N+](=O)[O-])cc1Cl)CNS(C)(=O)=O do in these assays?
IMPase cell inh: 3.8; PNC inhibitor: 32.7; 12-hLO inh: -16.7%; ALOX15B inhib: -21.1%

What do the screens show for `CC(=O)C1=C(O)C(=O)N(Cc2ccccc2)C1c1cccs1` (stereo not given)?
IMPase cell inh: -14.1; PNC inhibitor: inconclusive; 12-hLO inh: 14.3%; ALOX15B inhib: 8.3%

Sorted by length of the SMILES (rising): some entries from above
What do the screens show for `Cc1ccc2c(c1)N(CCC(=O)NCC1CCCO1)C(=O)CO2` (stereo not given)?
IMPase cell inh: -4.6; PNC inhibitor: 11.4; 12-hLO inh: 3.8%; ALOX15B inhib: -5.4%

What do the screens show for `CCc1ccc(NC(=O)CSCCN2C(=O)c3ccccc3C2=O)cc1`?
PNC inhibitor: -8.3; 12-hLO inh: -4.6%

Results for Nc1ccn([C@@H]2O[C@H](CO)[C@@H](O)C2O)c(=O)n1 (stereo not given in full) ?
12-hLO inh: 4.6%[0.00818 µM]; ALOX15B inhib: -1.8%[0.0915 µM]

What do the screens show for `O=C(NS(=O)(=O)Oc1cccc(Cl)c1Cl)OC[C@@H]1CCCN2CCCCC12` (stereo not given in full)?
PNC inhibitor: 10.5; 12-hLO inh: -0.4%

Further records follow.
Results for Cc1cccc(C)c1NC(=O)N1CCC(N2CCCCC2)CC1 ?
IMPase cell inh: -12.1; PNC inhibitor: -19.6; 12-hLO inh: 3.3%; ALOX15B inhib: -12.1%

How did O=C(O)c1cn(-c2ccccc2)nc1C(=O)O do in these assays?
IMPase cell inh: 9.1; PNC inhibitor: -20.4; 12-hLO inh: 1.5%

Results for O=c1c2[nH]c3ccccc3c2ncn1C1CCCCC1 ?
IMPase cell inh: 2.6; PNC inhibitor: -9.4; 12-hLO inh: -0.8%; ALOX15B inhib: inconclusive

Results for CCOC(=O)C1=C(c2ccccc2)N=C2SCC(=O)N2C1c1ccc(OC)c(OC)c1 (stereo not given) ?
IMPase cell inh: 6.5; PNC inhibitor: 31.5; 12-hLO inh: 0.9%; ALOX15B inhib: 0.0%

How did Cc1cc(C)nc(NC(=O)CSc2nc3ccccc3s2)n1 do in these assays?
IMPase cell inh: 3.3; PNC inhibitor: 12.0; 12-hLO inh: 1.1%; ALOX15B inhib: -3.7%

Results for O=C1NC2(CCCCC2)NN1c1ccccc1 ?
IMPase cell inh: -6.1; PNC inhibitor: 5.0; 12-hLO inh: 3.98µM*; ALOX15B inhib: inconclusive

Results for Cc1ccc(OC(=O)CCC(=O)OCCCC(F)(F)C(F)(F)F)cc1 ?
IMPase cell inh: 11.9; PNC inhibitor: inconclusive; 12-hLO inh: -3.8%; ALOX15B inhib: 6.0%

What do the screens show for `O=C1[C@@H]2[C@H](C(=O)N1O)[C@H]1C=C[C@@H]2C1`?
IMPase cell inh: -9.0; PNC inhibitor: 32.7; 12-hLO inh: 1.2%; ALOX15B inhib: -1.6%

Results for CCOc1ccc(OCC)c(NC(=O)CSc2nc3c(c(=O)n(C)c(=O)n3C)n2CC)c1 ?
IMPase cell inh: 7.4; PNC inhibitor: inconclusive; 12-hLO inh: -4.2%; ALOX15B inhib: -3.1%

What do the screens show for `O=C(N/N=C/c1cccs1)c1c[nH]c2ccccc12`?
PNC inhibitor: inconclusive; 12-hLO inh: -0.3%

What do the screens show for `Oc1cc2c(cc1O)[C@@H](c1ccccc1)CNCC2`?
PNC inhibitor: 8.0; 12-hLO inh: -4.6%

Results for Cc1ccc(NC(=O)CC(=O)NCCN2CCOCC2)cc1 ?
IMPase cell inh: -4.4; PNC inhibitor: 19.7; 12-hLO inh: 3.2%; ALOX15B inhib: 1.7%

How did Clc1ccc(/C=N/Nc2nc(Cl)nc3ccccc23)cc1 do in these assays?
IMPase cell inh: 7.8; PNC inhibitor: -19.1; 12-hLO inh: -1.8%; ALOX15B inhib: 12.4%

How did CSCCC(NS(=O)(=O)c1ccc(Cl)cc1)C(=O)OCC(=O)c1c(C)[nH]c2ccccc12 (stereo not given) do in these assays?
PNC inhibitor: 25.2; 12-hLO inh: -27.9%

How did COc1ccc(N2CCN(C(=O)CN3CCN(C(c4ccccc4)c4ccccc4)CC3)CC2)cc1 do in these assays?
PNC inhibitor: inconclusive; 12-hLO inh: -2.7%

How did Cc1onc(-c2c(F)cccc2Cl)c1C(=O)Nc1sc2c(c1C(N)=O)CCC2 do in these assays?
IMPase cell inh: 12.3; PNC inhibitor: -13.4; 12-hLO inh: -17.3%; ALOX15B inhib: 19.1%

How did C=CCn1c(CNC(=O)c2cccs2)nnc1SCC(=O)Nc1ccc(C(=O)O)cc1 do in these assays?
IMPase cell inh: 6.0; PNC inhibitor: inconclusive; 12-hLO inh: -2.6%; ALOX15B inhib: 15.2%

How did COCCNC(=O)CCn1nc(-c2ccc(Cl)cc2)ccc1=O do in these assays?
IMPase cell inh: 1.9; PNC inhibitor: 16.9; 12-hLO inh: -3.3%; ALOX15B inhib: 2.2%

What do the screens show for `Cc1ccccc1-c1nsc(SCC(=O)c2ccc(Cl)cc2)n1`?
IMPase cell inh: inconclusive; PNC inhibitor: 4.0; 12-hLO inh: -3.2%

How did Cc1c(NC(=O)c2cc3c(s2)-c2ccccc2OC3)cccc1[N+](=O)[O-] do in these assays?
IMPase cell inh: 3.4; PNC inhibitor: inconclusive; 12-hLO inh: 0.5%

What do the screens show for `Cc1ccccc1OCC(=O)NC1=NCCS1`?
IMPase cell inh: 6.8; PNC inhibitor: 10.8; 12-hLO inh: 6.2%; ALOX15B inhib: 6.2%

Results for CC(C)Nc1nc(-c2ccccc2)nc(-n2ccnc2)n1 ?
IMPase cell inh: 4.5; PNC inhibitor: 23.3; 12-hLO inh: -1.7%; ALOX15B inhib: 42.9%[activator]

Results for c1ccc(Cc2nn3c(-c4ccncc4)nnc3s2)cc1 ?
IMPase cell inh: -4.4; PNC inhibitor: 19.5; 12-hLO inh: 1.6%; ALOX15B inhib: 2.0%[2.29 µM]

What do the screens show for `CCCS(=O)(=O)n1nc(-c2ccc(C)cc2)cc1N`?
IMPase cell inh: 0.5; PNC inhibitor: 13.6; 12-hLO inh: -3.1%; ALOX15B inhib: 4.0%

What do the screens show for `O=C(c1cccc(F)c1)N1CCN(c2ccc([N+](=O)[O-])c(N3CCOCC3)c2)CC1`?
PNC inhibitor: -25.3; 12-hLO inh: -8.7%

Results for CC(=O)N1CCc2cc(Br)cc(S(=O)(=O)NCCCN3CCCC(C)C3)c21 (stereo not given) ?
IMPase cell inh: -6.5; PNC inhibitor: inconclusive; 12-hLO inh: -3.4%; ALOX15B inhib: 1.9%

Results for O=C(c1ccc(S(=O)(=O)N2CCOCC2)cc1)N(Cc1ccco1)Cc1cccs1 ?
IMPase cell inh: 6.5; PNC inhibitor: 19.8; 12-hLO inh: -3.7%; ALOX15B inhib: -10.9%

What do the screens show for `COc1cccc(C2SCC(=O)N2c2ccc(Cl)cc2)c1OC` (stereo not given)?
PNC inhibitor: -24.3; 12-hLO inh: -3.4%

What do the screens show for `CN(C1CCCCC1)S(=O)(=O)c1ccc(S(=O)(=O)N2CCN(CCC#N)CC2)cc1`?
IMPase cell inh: -1.3; PNC inhibitor: -21.5; 12-hLO inh: 1.3%

How did O=S(=O)(Cc1ccccc1)N1CCc2ccccc21 do in these assays?
IMPase cell inh: -8.6; PNC inhibitor: -22.9; 12-hLO inh: -0.2%; ALOX15B inhib: -6.6%

Results for CC(C)Oc1ccc(S(=O)(=O)N(C(C)C)C(C)C)cn1 ?
IMPase cell inh: 13.1; PNC inhibitor: -26.7; 12-hLO inh: 1.8%

How did CCN(CC)CCn1c2ccc(Cl)cc2c2nc(C)sc21 do in these assays?
IMPase cell inh: 4.6; PNC inhibitor: -17.9; 12-hLO inh: 5.6%; ALOX15B inhib: 18.9%

What do the screens show for `CC1=C(/C=C/C(C)=C/C=C/C(C)=C/C=C/C=C(C)/C=C/C=C(C)/C=C/C(=O)[C@]2(C)C[C@@H](O)CC2(C)C)C(C)(C)C[C@H](O)C1`?
12-hLO inh: -3.5%[0.00818 µM]; ALOX15B inhib: 24.6%[0.0915 µM]

Results for CCC(=O)OC1(C#CCOc2ccc(OC)cc2)CCN(C)CC1 ?
IMPase cell inh: 9.5; PNC inhibitor: 17.2; 12-hLO inh: 0.1%; ALOX15B inhib: 8.6%

What do the screens show for `CCCCOC(=O)N/N=C/C=C/c1ccccc1`?
IMPase cell inh: 0.1; PNC inhibitor: -14.9; 12-hLO inh: -0.4%

How did O=C(OCCN1CCOCC1)C(c1ccccc1)c1ccccc1 do in these assays?
IMPase cell inh: 2.2; PNC inhibitor: inconclusive; 12-hLO inh: 2.0%; ALOX15B inhib: 12.0%

Results for CC1(C)CC(=O)c2cc3c(nc2C1)CC(C)(C)CC3=O ?
IMPase cell inh: inconclusive; PNC inhibitor: inconclusive; 12-hLO inh: -3.9%

How did CC(=C(CCOP(=O)(O)O)SC(=O)c1ccccc1)N(C=O)Cc1cnc(C)nc1N do in these assays?
IMPase cell inh: 2.1[20.6 µM]; 12-hLO inh: -9.3%; ALOX15B inhib: -11.4%

What do the screens show for `Cc1sc2nc(CN3CCOCC3)nc(Cl)c2c1C`?
PNC inhibitor: inconclusive; 12-hLO inh: 0.7%

Results for COc1ccc(NC(=O)/C(C#N)=C/c2ccc(OCc3ccccc3F)cc2)cc1 ?
PNC inhibitor: 55.4; 12-hLO inh: -2.4%

These rows are one share of the data. The share of hits here may be higher or lower than overall.
